HCV core dimer = inhibitors of HCV core protein dimerization, primary screen, biochemical, TR-FRET, high-throughput. TR-FRET GST/Flag-core106 dimerization, 1536-well. inhibition, % at 5 µM. 300,000 tested, 0.33% active;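 active = inhibition above the mean of all tested compounds plus 3 SD, set per screening campaign, cut at about 45% in these data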
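test system = GST/Flag-tagged HCV core106 proteins | probe or stimulus = Eu donor and XL665 acceptor anti-tag antibodies | times = compound-protein-antibody incubation 4 h at 22.5 °C | signal = TR-FRET, excitation 340 nm, emission 617 and 671 nm | measure = percent inhibition of core106 dimerization signal | controls = wells lacking GST-core106 and wells with excess unlabelled core106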
CTSL1 counter = Fasciola hepatica cathepsin L1 inhibitors, primary screen, counter-screen for PFM18AAP inhibitor project, biochemical, QFRET, fluorogenic peptide substrate. recombinant F. hepatica cathepsin L1, Z-Leu-Arg-MCA fluorescence. inhibition, % at 5.96 µM. 300,000 tested, 0.49% active. AID 1906, 2009;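 active = inhibition above the mean of all tested compounds plus 3 SD, set per screening campaign, cut at about 17% in these data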;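 note: 0% = plate median of test compound wells and 100% = 1 µM Z-Phe-Ala-diazomethylketone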
PP1 inh = PP1-alpha phosphatase inhibitors, primary screen, counter-screen for PP5 inhibitor project, biochemical, fluorescence, OMFP substrate, single point | Serine/threonine-protein phosphatase PP1-alpha catalytic subunit (Homo sapiens), P62136 | purified PP1alpha | inhibition, % at 6.7 µM | 320,000 tested, 0.9% active | AID 2235, 2010;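 active = inhibition above the mean inhibition of all tested compounds plus 3 SD, computed separately for each screening campaign, cut at about 15% in these data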
Target sequence (P62136 whole entry, looked up): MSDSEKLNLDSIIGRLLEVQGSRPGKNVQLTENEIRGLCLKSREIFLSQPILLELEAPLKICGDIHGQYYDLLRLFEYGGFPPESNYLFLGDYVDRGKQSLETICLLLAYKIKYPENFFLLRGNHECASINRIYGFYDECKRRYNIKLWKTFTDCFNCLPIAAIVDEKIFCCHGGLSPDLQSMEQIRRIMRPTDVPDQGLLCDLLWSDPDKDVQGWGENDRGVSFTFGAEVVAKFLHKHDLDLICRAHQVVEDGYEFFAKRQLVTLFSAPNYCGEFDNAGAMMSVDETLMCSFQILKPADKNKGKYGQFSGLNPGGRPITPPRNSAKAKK
TPT1 inhibitor = Candida albicans TPT1 enzyme inhibitors, primary screen, biochemical, fluorescence polarization. inhibition, % at 5 µM. 300,000 tested, 0.81% active. recombinant caTPT1, FP RNA substrate dephosphorylation;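 active = inhibition above the mean of all tested compounds plus 3 SD, set per screening campaign, cut at about 24% in these data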;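 note: plate controls were DMSO alone for no effect and ferristatin control at 100 nM for full effect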
EBNA-1 inhibitor = EBNA-1 DNA-binding inhibitors, primary screen, biochemical, fluorescence polarization; 300,000 tested, 0.34% active; inhibition, % at 14.8 µM; in the data active = inhibition above about 28%
PP5 primary = PP5 phosphatase inhibitors, primary screen, biochemical, fluorescence; purified PP5c, OMFP substrate fluorescence; Serine/threonine-protein phosphatase 5 (Homo sapiens), P53041; inhibition, % at 6.7 µM; 320,000 tested, 0.18% active; AID 1987, 2009;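 active = inhibition above the campaign's mean inhibition across all tested compounds plus 3 SD, cut at about 9.5% in these data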;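 note: 0% = DMSO only and 100% = 100 µM cantharidin control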
Target sequence (P53041 whole entry, looked up): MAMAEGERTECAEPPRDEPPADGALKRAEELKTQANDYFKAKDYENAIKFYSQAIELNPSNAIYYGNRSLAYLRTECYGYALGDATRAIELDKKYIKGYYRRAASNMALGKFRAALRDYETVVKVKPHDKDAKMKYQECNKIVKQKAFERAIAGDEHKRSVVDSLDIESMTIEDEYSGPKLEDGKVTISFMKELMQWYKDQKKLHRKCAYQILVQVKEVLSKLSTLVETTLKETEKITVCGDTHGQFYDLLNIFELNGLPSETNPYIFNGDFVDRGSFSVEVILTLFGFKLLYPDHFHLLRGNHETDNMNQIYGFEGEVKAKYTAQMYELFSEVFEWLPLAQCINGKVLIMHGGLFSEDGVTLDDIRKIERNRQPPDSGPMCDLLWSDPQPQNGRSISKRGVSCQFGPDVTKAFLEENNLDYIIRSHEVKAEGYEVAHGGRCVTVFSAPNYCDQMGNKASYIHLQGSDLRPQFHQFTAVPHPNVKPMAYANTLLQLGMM
PREPL inh = PREPL enzyme inhibitors, primary screen, biochemical, fluorescence polarization; recombinant PREPL, fluorescence polarization activity-based probe; AID 2751, 2010; 320,000 tested, 0.68% active; inhibition, % at 5.96 µM; in the data active = inhibition above about 43%;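 note: 0% = enzyme with DMSO and 100% = wells lacking enzyme; many of its hits are not listed in these tables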
Efflux pump mplx = inhibitors of Candida efflux pumps in yeast, primary screen, S. cerevisiae, Nile Red, multiplex | AID 485275, 2010 | S. cerevisiae Candida pump triplex | inhibition, % at 10 µM | 330,000 tested, 0.44% active;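 active = plate passing quality check with inhibition over a set limit, or well fluorescence over plate mean plus 4 SD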;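 note: Nile Red retained in pooled yeast measured as flow cytometry median fluorescence; 0% = buffer negative control and 100% = Enniatin B positive control; higher means more Nile Red kept so more efflux inhibition; some compounds called inactive have numbers as strong as hits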
ZTA DNA inh = counter-screen for EBNA-1 inhibitors: inhibitors of Epstein-Barr virus ZTA. 320,000 tested, 0.15% active. ZTA-DNA binding, fluorescence polarization. P03206. inhibition, % at 11 µM. AID 2234; in the data active = inhibition above about 33%
Target sequence (P03206 whole entry, looked up): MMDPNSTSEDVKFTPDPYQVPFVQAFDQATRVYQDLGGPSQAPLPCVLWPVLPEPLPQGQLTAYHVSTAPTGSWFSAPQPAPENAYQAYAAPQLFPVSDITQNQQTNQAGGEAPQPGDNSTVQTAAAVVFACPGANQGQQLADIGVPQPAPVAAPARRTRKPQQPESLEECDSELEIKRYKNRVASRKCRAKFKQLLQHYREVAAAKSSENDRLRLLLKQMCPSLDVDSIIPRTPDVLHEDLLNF
* = called active by the depositor; x = not tested or not shown.

No.	Molecule	HCV core dimer	CTSL1 counter	PP1 inh	TPT1 inhibitor	EBNA-1 inhibitor	PP5 primary	PREPL inh	Efflux pump mplx	ZTA DNA inh
1	COC(=O)C1=C(N)Oc2cc(N(C)C)ccc2C1c1ccccc1OC (centres undefined)	-4	-2	3	-6	5	4.1	-6	-0.1	0
2	COc1cccc(NC(=O)c2nn(C)cc2Br)c1	0	2	2	1	1	-0.3	9	-0.2	-8
3	COc1cccc(NC(=O)C(OC(=O)c2ccc([N+](=O)[O-])o2)c2ccccc2)c1 (centres undefined)	10	-13	4	0	-16	4.8	3	0.8	-1
4	CCOC(=O)c1c(S(=O)(=O)NCC(=O)Nc2ccccc2F)c(C)n(C)c1C	-8	3	-4	1	-11	0.5	-4	0.0	-9
5	Cc1[nH]n(-c2ccc([N+](=O)[O-])cc2)c(=O)c1C=NCCc1ccc(S(N)(=O)=O)cc1	1	4	-2	7	-7	0.5	8	0.1	-5
6	O=C(CNC(=O)COc1ccccc1)NCCN1CCOCC1	x	x	-9	x	x	-2.6	5	-0.1	9
7	COc1cccc(-n2c(COc3ccc(C)cc3)nnc2SCC(N)=O)c1	-3	4	-1	2	-7	1.6	-21	0.1	-3
8	Cc1ccc(NC(=O)c2cc(S(=O)(=O)N3CCOCC3)cs2)cc1	3	0	0	0	11	0.8	1	0.1	5
9	O=C(COC(=O)C1CCCC1)Nc1ncc(Cl)cc1Cl	0	-13	-1	1	-2	1.9	0	-0.1	15
10	COc1ccc(C2CC(=O)Oc3c(C(CCN4CCCC(C)C4)c4ccc(N(C)C)cc4)c(OC)cc(OC)c32)cc1 (centres undefined)	-14	-3	5	1	12	2.8	44*	0.0	-17
11	Cc1oc2cc(OC(C)C(=O)O)ccc2c(=O)c1Oc1ccccc1 (centres undefined)	0	-1	-2	-3	-3	4.1	1	0.1	-25
12	COC(=O)c1cccc(-c2noc(-c3ccccc3F)n2)c1	x	x	0	x	x	0.2	1	-0.2	20
13	OCC[C@@H]1C[C@@H](O)[C@H](O)[C@]2(CCCO2)O1	3	-1	-2	0	6	0.0	11	-0.1	0
14	COc1cc(OC)c(NC(=O)c2ccc(Br)o2)cc1Cl	5	2	1	-4	10	1.3	4	0.0	-7
15	O=S(=O)(Nc1ccc(S(=O)(=O)Nc2ncccn2)cc1)c1ccc(Cl)cc1	4	-1	0	3	12	0.6	0	0.2	6
16	O=C(CCCCCCN1C(=O)c2ccccc2C1=O)NC1CCCCC1	2	-1	-8	-3	5	0.4	4	-0.1	2
17	O=C(COC(=O)c1oc2ccccc2c1CSc1ccc(Cl)cc1)NC1CCCC1	1	3	1	-4	10	0.4	12	-0.1	-11
18	CCN1CCc2nc(NC(=O)CC(c3ccccc3)c3ccccc3)sc2C1	18	1	6	16	10	-1.9	5	0.1	31
19	Cn1nnc(-c2ccc(OCc3ccccc3F)cc2)n1	-1	5	-1	-3	6	-1.8	18	0.2	13
20	Cc1ccc(Cc2nc(-c3cccnc3)no2)cc1	4	-2	1	-1	11	-0.6	-1	0.1	-7
21	CCOC(=O)/C=C/C(=O)OCC(=O)NCc1ccccc1	0	-6	0	-4	7	-1.5	17	0.0	-15
22	c1cnc(N2CCN(Cc3ccc4c(c3)OCO4)CC2)cn1	0	1	0	2	-3	-0.7	9	0.1	11
23	O=C(c1cccn2c(=O)c3ccccc3nc12)N1CCN(Cc2ccc3c(c2)OCO3)CC1	2	0	-3	-1	12	0.7	-3	0.0	5
24	CCCCNC(=O)COC(=O)CCC(=O)c1ccc(Cl)cc1	-3	-29	-2	-1	-1	0.5	-1	0.0	-4
25	CCC(C)(C)NC(=O)C(c1cccn1C)N(C(=O)Cn1nnc2ccccc21)c1ccccc1OC (centres undefined)	-8	-2	-3	-2	13	0.3	11	0.1	4
26	Cc1ccc(CC(=O)Nc2nc3c(s2)CCCC3)cc1	4	-4	-2	-4	9	-0.2	1	0.1	17
27	O=C(CCN1CCN(S(=O)(=O)c2ccc(Br)cc2)CC1)Nc1ccccc1F	4	-2	-2	3	-5	0.7	-27	0.1	-4
28	O=C(CNS(=O)(=O)/C=C/c1ccccc1)OC1CCOC1=O (centres undefined)	2	-27	-5	-1	-7	2.9	10	0.1	6
29	CCCS(=O)(=O)N1CCC(Cc2ccc(OC)cc2)(C(=O)OCC)CC1	0	-1	1	2	-12	1.1	10	-0.1	5
30	COc1ccc(NS(=O)(=O)c2ccc(O)c(C(=O)OCC(=O)Nc3ccc4c(c3)OCCO4)c2)cc1	7	3	4	-4	-6	0.8	0	-0.2	-11
31	Cc1cccc(C)c1NC(=S)N(Cc1ccccc1)Cc1cccs1	2	-2	-4	2	2	1.7	9	0.1	-12
32	Cc1ccc(C)c(S(=O)(=O)N/N=C/c2ccc(C(=O)O)cc2)c1	-8	-3	2	-1	-7	0.2	-9	0.0	9
33	COc1ccccc1N1CC(C(=O)NCCN2C(=O)S/C(=C\c3cccnc3)C2=O)CC1=O (centres undefined)	x	x	-1	x	x	-2.0	5	0.1	11
34	Cn1c2ccccc2c2nnc(SCC(=O)Nc3ccccc3F)nc21	7	-4	-6	-4	8	0.8	-14	0.1	-2
35	CC(OC(=O)C1=COCCO1)C(=O)Nc1ccccc1C#N (centres undefined)	1	4	0	0	-2	1.1	6	0.0	3
36	CCCCOc1ccc(/C=N/Nc2cc(N3CCOCC3)nc(C)n2)cc1	-7	-3	3	1	-9	5.4	11	0.2	10

Twelve consecutive compounds already listed, quoted:
No.	Molecule	HCV core dimer	CTSL1 counter	PP1 inh	TPT1 inhibitor	EBNA-1 inhibitor	PP5 primary	PREPL inh	Efflux pump mplx	ZTA DNA inh
22	c1cnc(N2CCN(Cc3ccc4c(c3)OCO4)CC2)cn1	0	1	0	2	-3	-0.7	9	0.1	11
23	O=C(c1cccn2c(=O)c3ccccc3nc12)N1CCN(Cc2ccc3c(c2)OCO3)CC1	2	0	-3	-1	12	0.7	-3	0.0	5
24	CCCCNC(=O)COC(=O)CCC(=O)c1ccc(Cl)cc1	-3	-29	-2	-1	-1	0.5	-1	0.0	-4
25	CCC(C)(C)NC(=O)C(c1cccn1C)N(C(=O)Cn1nnc2ccccc21)c1ccccc1OC (centres undefined)	-8	-2	-3	-2	13	0.3	11	0.1	4
26	Cc1ccc(CC(=O)Nc2nc3c(s2)CCCC3)cc1	4	-4	-2	-4	9	-0.2	1	0.1	17
27	O=C(CCN1CCN(S(=O)(=O)c2ccc(Br)cc2)CC1)Nc1ccccc1F	4	-2	-2	3	-5	0.7	-27	0.1	-4
28	O=C(CNS(=O)(=O)/C=C/c1ccccc1)OC1CCOC1=O (centres undefined)	2	-27	-5	-1	-7	2.9	10	0.1	6
29	CCCS(=O)(=O)N1CCC(Cc2ccc(OC)cc2)(C(=O)OCC)CC1	0	-1	1	2	-12	1.1	10	-0.1	5
30	COc1ccc(NS(=O)(=O)c2ccc(O)c(C(=O)OCC(=O)Nc3ccc4c(c3)OCCO4)c2)cc1	7	3	4	-4	-6	0.8	0	-0.2	-11
31	Cc1cccc(C)c1NC(=S)N(Cc1ccccc1)Cc1cccs1	2	-2	-4	2	2	1.7	9	0.1	-12
32	Cc1ccc(C)c(S(=O)(=O)N/N=C/c2ccc(C(=O)O)cc2)c1	-8	-3	2	-1	-7	0.2	-9	0.0	9
33	COc1ccccc1N1CC(C(=O)NCCN2C(=O)S/C(=C\c3cccnc3)C2=O)CC1=O (centres undefined)	x	x	-1	x	x	-2.0	5	0.1	11

Additional structures follow.
No.	Molecule	HCV core dimer	CTSL1 counter	PP1 inh	TPT1 inhibitor	EBNA-1 inhibitor	PP5 primary	PREPL inh	Efflux pump mplx	ZTA DNA inh
37	Cc1cccc(NC(=O)CSc2nc(C3CC3)nc3ccccc23)c1	1	0	6	-1	-10	2.8	-9	-0.1	-6
38	O=C(C[n+]1cccc(/C=N/O)c1)N1CCCc2ccccc21	-10	4	-5	-5	4	-1.5	24	0.0	3
39	O=C(CC(C(=O)O)c1ccc(Cl)cc1)c1ccc(Br)cc1 (centres undefined)	11	6	-2	-1	10	-2.2	10	0.0	6
40	Cc1nn(CCC(=O)NCc2ccc(OC(C)C)cc2)c(=O)c2nn(-c3ccccc3)c(C)c12	8	3	-3	-2	5	0.3	-4	0.3	9
41	CCOC(=O)Cc1csc(NC(=O)CSc2nnc(C(C)C)n2CC)n1	4	2	-4	0	4	0.4	-8	0.0	7
42	Cn1cnnc1-c1cccc(NC(=O)c2cc(F)c(F)cc2Cl)c1	2	1	-5	-2	2	-1.5	0	-0.1	4
43	CCN1C(=O)[C@@H]2[C@@H](c3ccc(-c4ccc(OC)cc4)cc3)N3CCC[C@@]3(C(=O)OC)[C@@H]2C1=O	-7	-3	-4	2	-7	-2.7	5	0.0	-15
44	CCc1ccc(-c2nnn(Cc3nc4ccccc4s3)n2)cc1	1	-2	-1	0	3	1.2	-15	0.0	29
45	COc1ccc(CNC(=O)c2ccc(N3CCOCC3)c([N+](=O)[O-])c2)cc1	9	-5	-3	1	6	0.7	0	0.0	-10
46	CN(C)C(=O)COc1ncnc2sc(-c3ccccc3)cc12	-2	5	0	3	-13	-0.1	16	-0.9	-5
47	COc1cccc(CNc2ncc(Br)cc2Br)c1O	0	4	2	-5	-6	3.4	-3	0.0	-3
48	CCCCNC(=O)c1ccccc1SCc1c(C)noc1C	0	-1	-2	1	-1	-0.1	0	-0.4	-1
49	CCO/N=C(\C)c1c(O)c(CC)c(-c2ccccc2)n(-c2ccccc2)c1=O	15	-2	-1	-1	16	-1.1	-1	0.0	7
50	Cc1nc2ccc(NC(=O)Cc3ccsc3)cc2s1	5	2	-2	-2	-7	3.4	17	0.3	-3
51	O=C(/C(C=Nc1ccc(Br)cc1)=C(/O)c1ccco1)C(F)(F)F	1	2	3	5	7	2.6	7	-0.1	0
52	S=C1NC2=C(C(c3ccc(Br)cc3)N1)N1CCC2CC1 (centres undefined)	2	-2	-6	-2	-2	2.6	2	0.0	4
53	OCCNCCCOc1ccc(Cl)cc1Br	0	1	-4	2	5	-0.6	-17	0.0	3
54	COc1cccc(/C=N/NC(=O)c2nnn(-c3nonc3N)c2C(C)C)c1OCc1ccc(F)cc1	18	4	3	-1	-1	1.9	0	0.0	-1
55	O=C(NC1CCCCCCC1)c1cc(-c2ccccn2)nc2ccccc12	0	2	-5	2	-9	1.8	5	0.1	-1
56	O=C(COC(=O)C1=COCCO1)Nc1ncc(Cl)cc1Cl	5	-6	-3	2	4	0.1	-6	0.0	-8
57	CCOc1cccc(-c2nnc3sc(COc4ccc(Cl)cc4)nn23)c1	-2	1	1	1	2	1.0	-1	-0.2	0
58	CCOC(=O)c1sc(NC(=O)c2cc(-c3ccc(C)cc3)nc3ccccc23)c(C#N)c1C	6	-2	-3	5	6	4.6	-5	-0.1	-17
59	COc1cccc(C(=O)Nc2cc(NC(=O)c3cccs3)ccc2C)c1	0	2	0	-4	2	0.7	9	0.0	-6
60	Cn1c(SCC(=O)c2ccc(F)cc2)ncc(C(=O)Nc2ccccc2)c1=O	-1	2	1	5	-11	0.9	-7	0.0	-7

These rows are one share of the data (hit frequency here may not be typical).
